TrxR1 substrate – is turned over as a substrate by rat TrxR1. O89049. actives 0.01% (n = 390,000). Potency, µM (titrated, usually from 114 µM), without a hit: at the highest dose activity change, negative = substrate turnover. purified TrxR1 substrate turnover, NADPH consumption readout; further: nearly all actives have a fitted effect of over 50% in size
Target sequence (O89049 whole entry, looked up): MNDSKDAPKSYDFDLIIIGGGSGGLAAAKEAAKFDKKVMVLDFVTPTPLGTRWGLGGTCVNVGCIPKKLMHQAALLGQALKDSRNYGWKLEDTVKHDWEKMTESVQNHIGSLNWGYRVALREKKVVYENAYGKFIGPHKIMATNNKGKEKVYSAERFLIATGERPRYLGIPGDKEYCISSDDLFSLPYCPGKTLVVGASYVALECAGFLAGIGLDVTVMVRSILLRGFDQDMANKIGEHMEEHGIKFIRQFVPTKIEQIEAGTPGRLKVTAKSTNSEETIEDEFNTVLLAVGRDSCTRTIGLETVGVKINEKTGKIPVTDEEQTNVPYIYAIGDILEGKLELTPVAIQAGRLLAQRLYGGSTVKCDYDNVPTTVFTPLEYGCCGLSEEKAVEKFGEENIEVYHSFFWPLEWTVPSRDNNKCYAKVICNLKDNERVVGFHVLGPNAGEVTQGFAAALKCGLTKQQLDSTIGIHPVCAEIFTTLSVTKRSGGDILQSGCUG
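Rat TrxR1, dispensed at 90 nM, was prereduced with 400 uM NADPH (final) for 5 min at ~22 deg C, then incubated with compound 15 min before 400 uM selenite. A first-read NADPH fluorescence drop versus no-compound background flagged substrates.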
rTrxR1 inhibitor – inhibitors of rat thioredoxin reductase 1. actives 1% (n = 390,000). O89049. recombinant rTrxR1, NADPH fluorescence consumption, selenite substrate. Potency, µM (titrated, usually from 114 µM), for the others: at the highest dose activity change, negative = inhibition, usual class: inhibitors; further: nearly all actives have a fitted effect of over 65% in size
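Rat TrxR1 (90 nM in the dispensed reagent) was pre-reduced with 400 uM NADPH for 5 min at room temperature, then incubated with compound for 15 min. After 400 uM selenite was added, NADPH fluorescence (Ex 340/Em 450 nm) was followed for 8 min.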
Numbers without * were called inactive; ? = inconclusive; [ ] = another dose, or the depositor's remark. The call rests on the fitted dose curve; in most records, active means well fitted inhibition curve with a large enough effect; inconclusive means small, poorly fitted or top-dose-only effect; inactive means no such curve, though single readings can be large or run the other way. On the % scale 0 is the no-effect control and ±100 the full control effect; potency means the concentration at half of the fitted maximal effect.

Cc1nc(NCC(=O)c2c[nH]c3ccccc23)sc1C
  TrxR1 substrate: 0.9%
  rTrxR1 inhibitor: 6.0%
O=C(C[n+]1csc2ccccc21)c1ccc(I)cc1
  TrxR1 substrate: 14.1%
  rTrxR1 inhibitor: 9.3%[0.0914 µM]
Cc1ccnc2ccc(N)cc12
  TrxR1 substrate: 5.9%
  rTrxR1 inhibitor: 12.7%
O=C(Nc1ccc(Br)cc1F)c1cnn2c1NC(=C1CC1)C=C2C(F)F
  TrxR1 substrate: 3.8%
  rTrxR1 inhibitor: 9.3%
CC(=O)Nc1ccc(/C=C/c2ccccn2)cc1
  TrxR1 substrate: -14.7%
  rTrxR1 inhibitor: ?
O=C1[C@H](Cc2ccccc2)NC/C=C\C[C@H](c2ccc(Cl)cc2)N1Cc1ccc(Cl)cc1
  TrxR1 substrate: -10.5%
  rTrxR1 inhibitor: -14.0%
COc1cc(N(C)C)c(OC)cc1C=C1C=CC=C1
  TrxR1 substrate: -12.7%
  rTrxR1 inhibitor: ?
O=[N+]([O-])c1ccc(/C=C2\C=C(C(O)c3ccc([N+](=O)[O-])cc3)c3ccccc32)cc1 (stereo not given)
  TrxR1 substrate: -10.3%
  rTrxR1 inhibitor: -5.6%
CCOc1n[nH]c(-c2ccccc2)n1
  TrxR1 substrate: -11.0%
  rTrxR1 inhibitor: -18.3%
CC(=O)N/C(=C/c1ccccc1)c1ccncc1
  TrxR1 substrate: 10.2%
  rTrxR1 inhibitor: -15.4%
C=C1C=C(C(F)F)n2ncc(C(=O)NCc3ccc(OC)cc3)c2N1
  TrxR1 substrate: -7.3%
  rTrxR1 inhibitor: -11.9%
CCCCCCC[n+]1c(/C=C/c2ccc(N(C)C)cc2)sc2ccccc21
  TrxR1 substrate: 0.8%
  rTrxR1 inhibitor: -25.0%
CCCCCCCCCCCCCCCC[n+]1ccc(CC(O)c2c(C)[nH]c3ccccc23)c2ccccc21 (stereo not given)
  TrxR1 substrate: 3.9%
  rTrxR1 inhibitor: -9.7%
CCCCc1ccc(CC(=O)NO)cc1
  TrxR1 substrate: -7.2%
  rTrxR1 inhibitor: -4.8%
COc1cc2nc(N3CCCN(C)CC3)nc(NC3CCN(Cc4ccccc4)CC3)c2cc1OC
  TrxR1 substrate: 116.4%[activator][57.1 µM]
  rTrxR1 inhibitor: 14.9%[57.1 µM]

CN(C)c1ccc(/C=C/c2c3ccccc3cc[n+]2[O-])cc1
  TrxR1 substrate: -5.4%
  rTrxR1 inhibitor: 3.2%
CN(CCC#N)c1ccc(/C=C/c2ccnc3ccccc23)cc1
  TrxR1 substrate: -7.6%
  rTrxR1 inhibitor: -14.3%
COc1cccc(NCc2nnc(SC(C(=O)N(C)C)c3ccccc3)n2C2CCCCC2)c1 (stereo not given)
  TrxR1 substrate: -1.0%
  rTrxR1 inhibitor: 14.4%
COC(=O)[C@H](Cc1ccccc1)N(Cc1ccc(C)cc1)S(C)(=O)=O
  TrxR1 substrate: -4.3%
  rTrxR1 inhibitor: 15.9%
CC(=O)OCC1=C(C(=O)O)N2C(=O)C(NC(=O)Cc3ccccc3)C2SC1 (stereo not given)
  TrxR1 substrate: -4.3%
  rTrxR1 inhibitor: ?
C(=C1C=c2ccccc2=C1)c1ccc(N=Nc2ccc(C=C3C=c4ccccc4=C3)cc2)cc1
  TrxR1 substrate: -4.3%
  rTrxR1 inhibitor: 9.0%
Cc1cccc(OCC(=O)Nc2cc(C)c(O)c(-c3nc4ccccc4o3)c2)c1
  TrxR1 substrate: -6.8%
  rTrxR1 inhibitor: -20.5%
CC(C)(C)n1ncc2c(=O)n(Cc3cccc(OC(F)(F)F)c3)cnc21
  TrxR1 substrate: -7.1%
  rTrxR1 inhibitor: 13.4%
NS(=O)(=O)c1ccc(N=Nc2cc3ccccc3c(C(=O)O)c2O)cc1
  TrxR1 substrate: 2.2%
  rTrxR1 inhibitor: 0.1%
CC(=O)NC1=C(C#N)CCC1
  TrxR1 substrate: -0.8%
  rTrxR1 inhibitor: -9.6%[0.0914 µM]
O=C(C[n+]1cccc(Br)c1)c1ccc2ccccc2c1
  TrxR1 substrate: -1.8%
  rTrxR1 inhibitor: -20.5%
CCCCN1CC[C@H]2C=CC[C@@H](C(=O)NC3CCCCC3)[C@H]2C1=O
  TrxR1 substrate: -0.7%
  rTrxR1 inhibitor: 6.7%
CN(C)c1ccc(/C=C/c2c[n+](C)cc3ccccc23)cc1
  TrxR1 substrate: -9.8%
  rTrxR1 inhibitor: -20.8%
Cn1nnc2c(NCc3ccco3)ncnc21
  TrxR1 substrate: -0.7%
  rTrxR1 inhibitor: ?
O=C(Cc1ccc(Br)cc1)NO
  TrxR1 substrate: 5.2%
  rTrxR1 inhibitor: 7.6%

N#Cc1nc(-c2ccccc2)cc(-c2ccccc2)n1
  TrxR1 substrate: 6.2%
  rTrxR1 inhibitor: 8.1%
CCCCN(CCCC)c1ccc(/C=C2\C=Cc3ccccc32)cc1
  TrxR1 substrate: -14.0%
  rTrxR1 inhibitor: ?
CN(C)c1ccc(/C=C/c2ccnc3ccccc23)cc1C=O
  TrxR1 substrate: 4.3%
  rTrxR1 inhibitor: ?
CCCCCCCCCC[n+]1ccc(/C=C/c2ccc(N(C)C)cc2)c2ccccc21
  TrxR1 substrate: -14.3%
  rTrxR1 inhibitor: ?
CCOC(=O)C[C@H]1c2cc(F)ccc2S(=O)(=O)N1Cc1cc(OC)c(OC)c(OC)c1
  TrxR1 substrate: 10.0%
  rTrxR1 inhibitor: 25.5%
OCC[N+]1(CCc2ccccc2)CCOCC1
  TrxR1 substrate: 7.5%
  rTrxR1 inhibitor: 23.3%
O=[N+]([O-])c1cccc2c(Br)[nH]nc12
  TrxR1 substrate: -0.6%[57.1 µM]
  rTrxR1 inhibitor: ?
Cn1nc(-c2cccnc2)nc2c(=O)n(C)c(=O)nc1-2
  TrxR1 substrate: ?
  rTrxR1 inhibitor: -21.0%
COC(=O)[C@@H]1N2C(=O)[C@@H](NC(=O)C(C)Oc3ccccc3)[C@H]2SC1(C)C (stereo not given in full)
  TrxR1 substrate: -8.4%
  rTrxR1 inhibitor: -28.1%
O=Cc1ccc(Cl)cc1
  TrxR1 substrate: -0.3%
  rTrxR1 inhibitor: 13.5%
CSc1ccc(/C=C2\C=C(C(O)c3ccc(SC)cc3)c3ccccc32)cc1 (stereo not given)
  TrxR1 substrate: -6.2%
  rTrxR1 inhibitor: -6.2%
CCCCCCCCCC[n+]1cccc(Br)c1
  TrxR1 substrate: 161.7%[activator]
  rTrxR1 inhibitor: 29.8%
CC(C)c1ccc(NC(=O)c2cc3c([nH]c2=O)CC(C)(C)CC3=O)cc1
  TrxR1 substrate: -0.7%
  rTrxR1 inhibitor: 9.6%
O=C(O)[C@@H](O)[C@@H](O)[C@H](O)[C@H](O)CO
  TrxR1 substrate: 2.0%
  rTrxR1 inhibitor: 10.3%
O=C(O)c1c(Br)c(Br)c(Br)c(Br)c1C1c2ccc(O)cc2Oc2cc(O)ccc21
  TrxR1 substrate: -0.5%
  rTrxR1 inhibitor: ?

COc1cc2c(NC3CCN(C)CC3)nc(N3CCCN(C)CC3)nc2cc1OCCCN1CCCC1
  TrxR1 substrate: 50.5%[activator]
  rTrxR1 inhibitor: 50.1µM*
C1=C/C(=C2/C=Cc3ccccc32)c2ccccc2N1
  TrxR1 substrate: -5.9%
  rTrxR1 inhibitor: 3.4%
CC(O)COCC1OC2OC3C(COCC(C)O)OC(OC4C(COCC(C)O)OC(OC5C(COCC(C)O)OC(OC6C(COCC(C)O)OC(OC7C(COCC(C)O)OC(OC8C(COCC(C)O)OC(OC1C(OCC(C)O)C2OCC(C)O)C(OCC(C)O)C8OCC(C)O)C(OCC(C)O)C7OCC(C)O)C(OCC(C)O)C6OCC(C)O)C(OCC(C)O)C5OCC(C)O)C(OCC(C)O)C4OCC(C)O)C(OCC(C)O)C3OCC(C)O (stereo not given)
  TrxR1 substrate: 5.1%
  rTrxR1 inhibitor: 19.3%
CN(C)c1ccc(/C=C/c2c(Cl)cnc3ccccc23)cc1
  TrxR1 substrate: 3.5%
  rTrxR1 inhibitor: 16.3%
O=C(C[n+]1ccccc1Br)c1ccc(O)c(O)c1
  TrxR1 substrate: -20.6%
  rTrxR1 inhibitor: -19.6%
Cc1csc[n+]1CC(=O)c1ccc(I)cc1
  TrxR1 substrate: 1.6%
  rTrxR1 inhibitor: -11.1%
CCc1cc(C(=O)/C=C/c2cc3c(cc2C)OCCO3)c(O)cc1O
  TrxR1 substrate: -5.5%
  rTrxR1 inhibitor: 8.2%
CCCCCCC[n+]1ccc(C)c2ccccc21
  TrxR1 substrate: 2.7%
  rTrxR1 inhibitor: -6.1%
C[n+]1ccnc2ccccc21
  TrxR1 substrate: ?
  rTrxR1 inhibitor: ?
C[N+]1(CC(=O)c2cccs2)CCOCC1
  TrxR1 substrate: -3.0%
  rTrxR1 inhibitor: 0.4%
O=C(COc1ccccc1C(=O)Nc1ccccc1)NC1CCCCC1
  TrxR1 substrate: 5.5%
  rTrxR1 inhibitor: 7.2%
O=C(O)c1c2c(nc3ccccc13)CCCC2
  TrxR1 substrate: 8.0%[0.0914 µM]
  rTrxR1 inhibitor: 8.3%[0.0914 µM]
CN(C)c1ccc(/C=C/c2ccnc3ccc(O)cc23)cc1
  TrxR1 substrate: -7.8%
  rTrxR1 inhibitor: 3.4%
Cc1nc2ccccc2nc1/C=C/c1ccc(N(C)C)cc1
  TrxR1 substrate: -11.7%
  rTrxR1 inhibitor: ?
NC(=S)NCCC[C@H](N)C(=O)O
  TrxR1 substrate: 3.9%[57.1 µM]
  rTrxR1 inhibitor: 15.9%[57.1 µM]

CCCCN1CCC(n2c(=O)[nH]c3ccccc32)CC1
  TrxR1 substrate: 11.8%[57.1 µM]
  rTrxR1 inhibitor: 24.5%[57.1 µM]
Cc1nc([N+](=O)[O-])cn1CC(O)c1ccc2c(c1)OCO2 (stereo not given)
  TrxR1 substrate: 0.5%
  rTrxR1 inhibitor: 10.8%
Cc1ccc2ccccc2n1
  TrxR1 substrate: 9.3%
  rTrxR1 inhibitor: 8.9%
COc1ccc(OC)c(/C=C/c2cc3ccccc3cn2)c1
  TrxR1 substrate: -2.6%
  rTrxR1 inhibitor: 3.1%
Cc1ccnc2ccccc12
  TrxR1 substrate: 10.4%[0.0914 µM]
  rTrxR1 inhibitor: 10.5%[0.0914 µM]
CC(C)(C)n1ncc2c(=O)n(Cc3ccc(SC(F)(F)F)cc3)cnc21
  TrxR1 substrate: -13.6%
  rTrxR1 inhibitor: 6.6%
O=C(O)[C@H]1NCCC[C@H]1C(=O)O
  TrxR1 substrate: 1.6%[57.1 µM]
  rTrxR1 inhibitor: 2.8%[57.1 µM]
O=S1(=O)CCO[C@H]2CCCC[C@@H]2N1Cc1ccccc1Br
  TrxR1 substrate: -4.8%
  rTrxR1 inhibitor: -4.7%
Cc1c(C#N)c(NC(=O)COC(=O)c2cc(Cl)c3c(c2)OCCCO3)n(Cc2ccco2)c1C
  TrxR1 substrate: 7.7%
  rTrxR1 inhibitor: -6.8%
COc1ccc2[nH]c(C)c(C(=O)CN(C)CC(OC)OC)c2c1
  TrxR1 substrate: -2.3%
  rTrxR1 inhibitor: ?
COc1cc(C)c(NC(C)C(=O)c2c(C)[nH]c3ccccc23)cc1OC (stereo not given)
  TrxR1 substrate: -7.8%
  rTrxR1 inhibitor: -22.3%

Structures above with a carbonyl joined to an NH by a bond outside any ring:
O=C(Nc1ccc(Br)cc1F)c1cnn2c1NC(=C1CC1)C=C2C(F)F
  TrxR1 substrate: 3.8%
  rTrxR1 inhibitor: 9.3%
CC(=O)Nc1ccc(/C=C/c2ccccn2)cc1
  TrxR1 substrate: -14.7%
  rTrxR1 inhibitor: ?
CC(=O)N/C(=C/c1ccccc1)c1ccncc1
  TrxR1 substrate: 10.2%
  rTrxR1 inhibitor: -15.4%
C=C1C=C(C(F)F)n2ncc(C(=O)NCc3ccc(OC)cc3)c2N1
  TrxR1 substrate: -7.3%
  rTrxR1 inhibitor: -11.9%
CCCCc1ccc(CC(=O)NO)cc1
  TrxR1 substrate: -7.2%
  rTrxR1 inhibitor: -4.8%
CC(=O)OCC1=C(C(=O)O)N2C(=O)C(NC(=O)Cc3ccccc3)C2SC1 (stereo not given)
  TrxR1 substrate: -4.3%
  rTrxR1 inhibitor: ?
Cc1cccc(OCC(=O)Nc2cc(C)c(O)c(-c3nc4ccccc4o3)c2)c1
  TrxR1 substrate: -6.8%
  rTrxR1 inhibitor: -20.5%
CC(=O)NC1=C(C#N)CCC1
  TrxR1 substrate: -0.8%
  rTrxR1 inhibitor: -9.6%[0.0914 µM]
CCCCN1CC[C@H]2C=CC[C@@H](C(=O)NC3CCCCC3)[C@H]2C1=O
  TrxR1 substrate: -0.7%
  rTrxR1 inhibitor: 6.7%
O=C(Cc1ccc(Br)cc1)NO
  TrxR1 substrate: 5.2%
  rTrxR1 inhibitor: 7.6%
COC(=O)[C@@H]1N2C(=O)[C@@H](NC(=O)C(C)Oc3ccccc3)[C@H]2SC1(C)C (stereo not given in full)
  TrxR1 substrate: -8.4%
  rTrxR1 inhibitor: -28.1%
CC(C)c1ccc(NC(=O)c2cc3c([nH]c2=O)CC(C)(C)CC3=O)cc1
  TrxR1 substrate: -0.7%
  rTrxR1 inhibitor: 9.6%
O=C(COc1ccccc1C(=O)Nc1ccccc1)NC1CCCCC1
  TrxR1 substrate: 5.5%
  rTrxR1 inhibitor: 7.2%
Cc1c(C#N)c(NC(=O)COC(=O)c2cc(Cl)c3c(c2)OCCCO3)n(Cc2ccco2)c1C
  TrxR1 substrate: 7.7%
  rTrxR1 inhibitor: -6.8%

Screens (PubChem)

This is a subset (hit frequency here may not be typical).
